High-throughput results from PubChem BioAssay.
SMN2 splice enh – SMN2 splice variant enhancement | AID 1458 | Potency, µM (doses to about 46.1 µM), for inactives: at the highest dose activity change, positive = activation, hits mostly activators | HEK293 SMN2-luciferase splicing reporter, luminescence, 30-36 h | 2.8% of 210,000 active; further: % of control where 0% means no effect; nearly all actives have a fitted effect of over 55% in size
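HEK293 cells carry an SMN2 minigene-luciferase reporter in which exon 7 inclusion puts luciferase in frame. Cells were seeded at 2000 cells/well, attached for 10-12 hours, then exposed to compounds for 30-36 hours at 37C before ONE-Glo luminescence.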
Epigenetic reg – derepresses silenced GFP reporter in murine cells | murine LDR cells, GFP reporter derepression, 30 h | Potency, µM (top dose mostly 53.9 µM), inactives show top-dose GFP activation, usual class: activators | 0.2% of 280,000 active | AID 1865; further: % of control where 0% means no effect; nearly all actives have a fitted effect of over 60% in size
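Murine LDR cells bearing a silenced CMV-driven GFP reporter were exposed to compound for 30 h at 37 C. After PBS washes, GFP-positive cells (20-120 um objects) counted by laser-scanning microplate cytometry.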
IMPase Li cell – cell-permeable IMPase inhibitors with lithium potentiation. CHO-M1 cells, IP1 TR-FRET (IP-One), carbachol + lithium. Potency, µM (highest dose often 59.4 µM), for the others: at the top dose activity, negative = IMPase inhibition, usual class: inhibitors. 0.35% of 210,000 active;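 further: IP1 builds up when IMPase is blocked and the TR-FRET signal falls; plate controls were basal vehicle for no effect and high inhibitor control for full effect; nearly all actives have a fitted effect of over 50% in size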
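CHO cells stably expressing M1 receptor (2000/well) were cultured 16–30 h, then exposed to compounds with a small lithium addition for 30 min at 37C. IP1 was measured by TR-FRET competition; AC50 from Hill fits.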
RGS12 GoLoco inh – inhibitors of human Gai1-RGS12 GoLoco interaction (red fluorophore) | P63096 | Potency, µM (doses to about 61.6 µM), without a hit: top-dose activity, negative = inhibition, most hits filed as inhibitors | AID 880 | 0.44% of 230,000 active | Gai1:RGS12 GoLoco peptide FP, rhodamine, 10 min; active means well fitted inhibition curve with a large enough effect, not every such curve was filed as active; inactive means no such curve, though single readings can be large or run the other way; further: on the % scale 0 is the no-effect control and ±100 the full control effect; nearly all actives have a fitted effect of over 30% in size; many of its hits are not listed in these tables
Target sequence (P63096 whole entry, looked up): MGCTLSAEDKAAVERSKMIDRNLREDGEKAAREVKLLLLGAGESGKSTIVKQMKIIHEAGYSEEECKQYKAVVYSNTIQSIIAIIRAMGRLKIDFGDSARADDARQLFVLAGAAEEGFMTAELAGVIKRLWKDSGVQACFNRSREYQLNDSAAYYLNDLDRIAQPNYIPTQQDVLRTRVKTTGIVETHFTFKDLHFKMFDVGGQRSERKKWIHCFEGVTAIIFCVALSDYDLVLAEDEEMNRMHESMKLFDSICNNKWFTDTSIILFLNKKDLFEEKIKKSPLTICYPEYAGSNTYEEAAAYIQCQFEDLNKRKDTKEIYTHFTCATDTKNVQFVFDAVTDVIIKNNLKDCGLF
NPSR antag – antagonists of human neuropeptide S receptor cAMP signaling. Potency, µM (doses to about 38.3 µM), for inactives: top-dose activity change, negative = inhibition, most hits filed as inhibitors. AID 1461. 1% of 220,000 active. CHO-NPSR cells, cAMP TR-FRET, antagonist mode; further: on the % scale 0 is the no-effect control and ±100 the full control effect; nearly all actives have a fitted effect of over 50% in size; many of its hits are not listed in these tables
Target sequence (Q6W5P4 whole entry, looked up): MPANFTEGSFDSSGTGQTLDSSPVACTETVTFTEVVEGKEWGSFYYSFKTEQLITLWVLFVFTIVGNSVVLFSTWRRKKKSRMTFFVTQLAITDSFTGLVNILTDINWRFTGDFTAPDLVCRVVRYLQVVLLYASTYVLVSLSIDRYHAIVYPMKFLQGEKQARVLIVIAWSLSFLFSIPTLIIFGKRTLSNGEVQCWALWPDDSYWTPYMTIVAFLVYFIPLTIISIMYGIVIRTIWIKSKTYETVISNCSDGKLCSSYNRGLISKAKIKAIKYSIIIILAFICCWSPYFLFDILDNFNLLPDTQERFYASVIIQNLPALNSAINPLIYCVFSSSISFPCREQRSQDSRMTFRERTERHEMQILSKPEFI
RECQ1 inh – RECQ1 (human) helicase inhibition | RECQ1 DNA unwinding, red fluorescence kinetic read | Potency, µM (highest dose often 57.3 µM), without a hit: at the highest dose activity, negative = inhibition, hits mostly inhibitors | 0.54% of 240,000 active | AID 2549;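 further: plate controls were vehicle for no effect and no enzyme for full effect; nearly all actives have a fitted effect of over 30% in size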
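RECQ1T1 50 nM; forked duplex (20 bp + 30-nt ss tails) 200 nM, ATP 2 mM final; pH 8.0, 2 mM MgCl2, 2.5 ug/ml poly(dI-dC); 15 min compound preincubation; discontinuous kinetic read over 2 h at RT.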
Luc counter – blocks Kinase-Glo luciferase, a counter-screen artifact; Q27757; Kinase-Glo luciferase, ATP luminescence, 8 min; Potency, µM (series often up to 38.3 µM), without a hit: at the highest dose activity change, negative = inhibition, usual class: inhibitors; 0.28% of 200,000 active; AID 1379; further: on the % scale 0 is the no-effect control and ±100 the full control effect; nearly all actives have a fitted effect of over 60% in size
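Luminescence was the read-out, taken after 8-minute incubation at ambient temperature. Luciferase turned over luciferin with 10 uM ATP in imidazole pH 7.2 buffer containing KCl, MgCl2, Tween 20 and BSA.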
KDM4E inh – blocks human JMJD2E demethylase activity; JMJD2E catalytic domain, FDH-coupled NADH fluorescence (FDH is formaldehyde dehydrogenase); Potency, µM (highest dose often 57.1 µM), for inactives: at the highest dose activity change, negative = inhibition, hits mostly inhibitors; 1.6% of 230,000 active; active means well fitted inhibition curve with a large enough effect, not every such curve was filed as active; inconclusive means small, poorly fitted or top-dose-only effect, or another doubt; inactive means no such curve, though single readings can be large or run the other way;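 further: 0% = wells with enzyme and -100% = buffer wells without enzyme; nearly all actives have a fitted effect of over 50% in size; many of its hits are not listed in these tables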
* hit, by the source's call; i = inactive; ? = inconclusive; / = no result given; & = joins results of further samples; [ ] = remark or other dose. Unless noted, the call rests on the fitted dose curve; in most records, active means well fitted curve in the direction sought with a large enough effect; inconclusive means small, poorly fitted or top-dose-only effect, or another doubt; inactive means no such curve, though single readings can be large; an effect the other way counts as inactive or inconclusive. Potency means the concentration at half of the fitted maximal effect. A portion of the library. The share of hits here may be higher or lower than overall.

cpd	Structure	SMN2 splice enh	Epigenetic reg	IMPase Li cell	RGS12 GoLoco inh	NPSR antag	RECQ1 inh	Luc counter	KDM4E inh
1	CCOc1ccc2nc(N3CCCC(C(=O)N4CCN(CC)CC4)C3)sc2c1 (stereo not given)	?	1.0%	9%[38.3 µM]	-3%	9%[46.1 µM]	-8%	0%	?
2	CC(C)Oc1ccc(C(CC(=O)O)NC(=O)c2cccs2)cc1 (stereo not given)	9%	-1.0%	15%[38.3 µM]	8%	1%[46.1 µM]	i	19%	7%
3	CCS(=O)(=O)Nc1cccc(C(=O)CC2(O)C(=O)Nc3ccccc32)c1 (stereo not given)	-11%	0.0%	-8%[38.3 µM]	0%	14%[46.1 µM]	-5%	2%	1%
4	CCn1cc(C(=O)N2CCN(c3ccc([N+](=O)[O-])cc3)CC2)c(=O)c2ccc(C)nc21	-41%	-7.8%	-4%	-4%	-41%	-1%	2%	12%
5	Cc1cccc(C)c1NC(=O)CCS(=O)(=O)c1cccc2nsnc12	-4%	0.0%	34%[38.3 µM]	-1%	2%[46.1 µM]	-15%	0%	-1%
6	O=C1CC(c2cccs2)c2cc3c(cc2N1)OCO3 (stereo not given)	-2%	0.0%	0%[38.3 µM]	4%	-12%[46.1 µM]	-1%	-7%	-3%
7	NC(=O)Cc1ccc(Nc2nnc(-c3ccc(O)cc3)c3ccccc23)cc1	/	-0.9%	/	/	-3%[46.1 µM]	-6%	/	-8%
8	O=C(COC(=O)CNC(=O)c1ccc(Cl)cc1)Nc1ccc(Cl)cc1C(F)(F)F	15%	1.0%	-6%	1%	19%	-1%	-1%	7%
9	O=c1[nH]c(Nc2nc3ccccc3o2)nc2c1CCCC2	3.5µM*	-1.0%	1%[38.3 µM]	13%	-17%[46.1 µM]	18%	2%	14%
10	Cc1ccc(CN2CCN(Cc3cccc(-n4cccn4)c3)CC2CCO)cc1 (stereo not given)	/	-1.0%	13%	6%	9%	-4%	-1%	-3%
11	CSc1ccc(C2c3[nH]c4ccccc4c3CCN2C(=O)c2ccnn2C)cc1 (stereo not given)	/	2.4%	12%	1%	22%	-25%	-2%	-12%
12	CCC[C@@H]1C[C@@]1(CCC)[C@@H](NP(=O)(c1ccccc1)c1ccccc1)c1ccc(C(=O)OC)cc1	-38%&-21%[inhibitor]	6.0%&1.2%	19%&19%	-3%&4%	?	-5%	0%&0%	4%&-16%
13	O=C(CN1C(=O)CSC1=O)Nc1ccc(F)c(F)c1F	-10%	-0.9%	-16%[38.3 µM]	-4%	-6%[46.1 µM]	i	24%	1%
14	Cc1ccc2c(c1)C(O)(c1c(C)[nH]c3ccccc13)C(=O)N2 (stereo not given)	12%	-1.2%	-19%[38.3 µM]	14%	-13%[46.1 µM]	-5%	-6%	?
15	Cc1ccccc1Cn1nnc(-c2ccc3c(c2)OCO3)n1	4µM*	0.0%	20%	2%	-6%	6%	3%	10%
16	O=C1N/C(=C/c2ccsc2)C(=O)N1c1ccccc1	29%	-1.3%	0%	-7%	-12%	i	4%	4%
17	CC(=O)c1cccc(NC(=S)NC(=O)Cc2ccccc2)c1	29%	20%	-7%	9%	-13%	12%	-1%	-7%
18	Cc1nn2c(N3CCN(C)CC3)c3c(nc2c1-c1ccccc1)CCCC3	/	0.5%	/	-5%	?	1%	/	-7%
19	CCOc1ccc(N2C(=O)c3cccnc3C2Nc2ccc(Cl)cc2)cc1 (stereo not given)	-14%	0.0%	-6%[38.3 µM]	0%	-22%[46.1 µM]	-7%	1%	3%
20	Cc1ccc2c(c1)COc1c3ccc(C(=O)N4CCOCC4)cc3nn1-2	/	-2.8%	/	9%	18%	i	/	?
21	NC(=O)[C@@H]1CCCNc2c(F)cc([N+](=O)[O-])cc2C(=O)N[C@@H](CO)C(=O)N[C@@H](Cc2ccc(O)cc2)C(=O)N1	-3%	-0.5%	3%	-1%	7%	0%	0%	-9%
22	CCCOC1OC(=O)c2c1ccc(OC)c2OC (stereo not given)	-4%	-0.1%	0%	4%	22%	-4%	0%	?
23	COc1cc2ccccc2cc1C(=O)N1CCN(C)CC1	-9%	4.8%	40%[activator][38.3 µM]	-17%	-11%[46.1 µM]	-7%	-3%	6%
24	CCCCc1cc2c(cn1)=C(OC(=O)c1cnc3ccccc3n1)C(C)(OC(=O)CC)C(=O)C=2 (stereo not given)	2%[9.22 µM]	-1.6%	5%	3%[14.2 µM]	-7%	24%	-1%[7.66 µM]	-6%[11.4 µM]
25	CCC(=O)N(Cc1ccco1)C1CC(=O)N(c2ccccc2)C1=O (stereo not given)	-3%	-0.9%	-1%	9%	6%	-2%	3%	4%
26	CC1CCCCN1C(=O)C(Cc1ccccc1)N1C(=O)C2CCCCC2C1=O (stereo not given)	4%	0.0%	6%	0%	13%	-2%	5%	6%
27	CSc1cc(-c2ccc(Cl)cc2)[nH]c(=O)c1C#N	?	-0.1%	-26%	3%	?	i	1%	?
28	CC(C)(C)c1ccc(OCC(=O)O)c(Cl)c1	-7%[9.22 µM]	/	-14%	-6%[14.2 µM]	/	/	0%[7.66 µM]	/
29	O=C(NCCc1c[nH]c2ccccc12)C(=O)NCC1OCCCN1S(=O)(=O)c1cc(F)ccc1F (stereo not given)	-13%	-0.5%	1%	4%	4%	-12%	1%	-6%
30	COC(=O)c1ccccc1NC(=O)Cn1ccnc1	22%	5.4%	15%[38.3 µM]	-6%	?	-20%	-1%	?
31	O=C(Nc1cc2ccccc2oc1=O)C1CCCCC1	4.5µM*	-1.2%	?	3%	-20%[46.1 µM]	-14%	-9%	?
32	CCOC(=O)N1CCN(C(=O)c2ccc3nc4ccsc4c(=O)n3c2)CC1	-4%	-0.8%	25%[38.3 µM]	1%	2%[46.1 µM]	-15%	3%	?
33	CC(C)N(C(=S)NC1CCCCC1)c1ccccc1	-3%	1.5%	-6%	5%	-53%	i	0%	-1%
34	Fc1ccccc1Nc1nc(NCc2ccco2)nc(N2CCOCC2)n1	0%	-1.1%	28%	10%	-24%	i	-6%	-6%
35	O=C(c1ccc(Cn2c(=S)[nH]c3cc4c(cc3c2=O)OCO4)cc1)N1CCN(c2ccccc2)CC1	-16%	-0.5%	0%	-1%	-44%	-17%	0%	-8%
36	COc1nc(NC(C)(C)C)nc(Oc2ccc(=O)n(C)n2)n1	3%	-1.5%	0%[38.3 µM]	-10%	2%[46.1 µM]	-8%	-1%	-7%
37	CC1(C)O[C@H]2C[C@@H]3[C@H]4CCC5=CC(=O)CC[C@@]5(C)[C@]4(F)[C@@H](O)C[C@@]3(C)[C@@]2(C(=O)CCl)O1	-6%[20.6 µM]	-0.3%[16.9 µM]	2%	3%[21.6 µM]	/	-10%[25.9 µM]	1%[17.1 µM]	7%[25.5 µM]
38	CN(CCO)Cc1ncccc1O	-3%[9.22 µM]	/	-7%	12%[14.2 µM]	/	/	-1%[7.66 µM]	/
39	O=S(=O)(NCCSc1ccc(Cl)cc1)c1ccc2c(c1)OCCO2	-7%	1.3%	2%[38.3 µM]	-18%	-12%[46.1 µM]	-17%	5%	-1%
40	O=C(Nc1ccc(Cl)cc1C(=O)O)c1ccc2c(c1)C(=O)N(Cc1ccco1)C2=O	2%	-2.2%	-9%	-15%	2%	4%	-3%	14%
41	CCN(CC)S(=O)(=O)c1ccc(N2CCCC2)c(C(=O)OCC(=O)N2CCCC2)c1	12%	-0.8%	0%	10%	-17%	i	2%	-1%
42	O=C(O)c1ccc(NS(=O)(=O)c2ccsc2C(=O)O)c(O)c1	-3%	1.3%	-10%	-6%	/	-5%	3%	?
43	O=S(=O)(c1ccc2c(c1)N(Cc1ccc(Cl)cc1)C1CCCN21)N1CCOCC1 (stereo not given)	/	-1.0%	/	/	0%[46.1 µM]	-5%	/	-3%
44	O=C(c1cccs1)N1CCN(S(=O)(=O)N2CCCCC2)CC1	1%	0.0%	-2%[38.3 µM]	-10%	-3%[46.1 µM]	-19%	4%	-5%
45	CCCN1C(=O)C2C(C(=O)Nc3cccc(OC)c3)C3C=CC2(O3)C1C(=O)NC1CCCCC1 (stereo not given)	3%	-1.1%	-3%[38.3 µM]	4%	1%[46.1 µM]	8%	-4%	0%
46	CCOCCCNC(=O)c1cc(C)nn1-c1ccccc1	4%	0.0%	23%[38.3 µM]	3%	-13%[46.1 µM]	i	4%	-4%
47	Cc1ccc(NC(=O)CSc2nnc(-c3ccc(S(=O)(=O)N4CCCC4)cc3)o2)cc1C	-1%	-0.2%	-9%[38.3 µM]	-1%	-16%[46.1 µM]	-3%	-4%	2%
48	Cc1ccn2c(NC(C)(C)C)c(-c3cccs3)nc2c1	-17%	1.1%	12%	6%	-45%	-14%	0%	?
49	C[C@@H]1CCC[C@H](C)N1	-10%[20.6 µM]	-0.3%[16.9 µM]	5%	5%[21.6 µM]	/	-7%[25.9 µM]	-1%[17.1 µM]	-1%[25.5 µM]
50	CCc1cccc2c(/C=N/NC(=O)c3cccc(S(=O)(=O)Nc4ccccc4Cl)c3)c[nH]c12	-23%	-0.9%	6%	13%	-50%	-8%	2%	?
51	CCOC(=O)Cc1csc(NC(=S)NC(=O)c2ccccc2Br)n1	/	-1.9%	-1%	-3%	-44%	0%	-2%	3%
52	C=C(C)Cn1c(SCC(=O)N/N=C/c2ccccc2OCC(=O)O)nnc1-c1ccc(Br)cc1	/	15%	/	-14%	-19%	-7%	/	-6%
53	CC1=CC(C)(C)Nc2ccc(Cc3ccc4c(c3)C(C)=CC(C)(C)N4)cc21	/	1.7%	/	1%	32%[7.67 µM]	-6%	/	?
54	COc1cc(S(=O)(=O)N2CCC(C(N)=O)CC2)c(C)cc1C	-2%	-1.6%	20%[38.3 µM]	-7%	-12%[46.1 µM]	i	0%	4%
